# High-throughput results (PubChem BioAssay)
# M4 antag: antagonists of human muscarinic M4 receptor (CHRM4); inhibition, % at 3 µM; hit rate 0.73% among 360,000; CHO-hM4 cells, ACh EC80, Fluo-8 calcium fluorescence;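 active = inhibition above its plate's cutoff, the mean inhibition of sample wells plus 3 SD, cut at about 27% in these data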;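 note: 0% = acetylcholine EC80 with DMSO and 100% = DMSO without agonist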
# M1 antag: antagonists of human M1 muscarinic receptor; P11229; hit rate 1.3% among 360,000; CHO-K1 hM1, Fluo-8 calcium fluorescence, ACh EC80 antagonist; inhibition, % at 3 µM;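 active = percent inhibition above its own plate's cutoff, namely the mean of that plate's compound wells plus 3 SD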;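 note: peak over basal fluorescence ratio during 140 s after agonist addition; 0% = ACh EC80 plus DMSO and 100% = DMSO alone without agonist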
# Target sequence (P11229 whole entry, looked up): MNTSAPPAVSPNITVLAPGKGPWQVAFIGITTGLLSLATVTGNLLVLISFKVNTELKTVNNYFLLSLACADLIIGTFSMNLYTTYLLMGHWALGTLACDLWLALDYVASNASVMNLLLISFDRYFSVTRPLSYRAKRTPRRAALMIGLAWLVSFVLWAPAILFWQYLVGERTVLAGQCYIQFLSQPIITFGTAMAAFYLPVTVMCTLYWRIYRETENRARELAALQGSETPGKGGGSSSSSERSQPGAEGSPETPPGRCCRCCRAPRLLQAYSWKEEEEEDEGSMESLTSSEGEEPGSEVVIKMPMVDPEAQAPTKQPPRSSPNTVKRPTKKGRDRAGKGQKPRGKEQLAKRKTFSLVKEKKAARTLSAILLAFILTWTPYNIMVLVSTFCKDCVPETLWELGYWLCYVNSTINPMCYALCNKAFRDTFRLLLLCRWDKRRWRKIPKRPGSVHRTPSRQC
# M5 antag: blocks acetylcholine activation of human M5 receptor. inhibition, % at 3 µM. hit rate 0.59% among 360,000. CHO-hM5 cells, Fluo-8 calcium fluorescence, ACh EC80. P08912;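 active = inhibition above a per-plate cutoff, the mean of that plate's test compounds plus 3 SD, cut at about 27% in these data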;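 note: 0% = acetylcholine EC80 with DMSO and 100% = DMSO without agonist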
# M1 ag: activates human CHRM1 receptor | P11229 | AID 588814 | activation, % at 3 µM | hit rate 0.33% among 360,000 | CHO-K1 hM1, Fluo-8 calcium fluorescence, agonist mode; 0% DMSO, 100% acetylcholine EC100;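 active = activation above the run's mean compound activation plus 3 SD, cut at about 16% in these data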;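 note: peak over basal fluorescence ratio within a 140 s kinetic read after compound addition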
# TAAR1 agonist: human TAAR1 agonism; CHO RD-HGA16 TAAR1, Fluo-8 calcium fluorescence; vehicle wells 0%, saturating PEA agonist 100%; activation, % at 3 µM; Q96RJ0; AID 624467; hit rate 0.99% among 360,000;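 active = activation above the mean activation of all test compounds in the run plus 3 SD, cut at about 38% in these data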
# Target sequence (Q96RJ0 whole entry, looked up): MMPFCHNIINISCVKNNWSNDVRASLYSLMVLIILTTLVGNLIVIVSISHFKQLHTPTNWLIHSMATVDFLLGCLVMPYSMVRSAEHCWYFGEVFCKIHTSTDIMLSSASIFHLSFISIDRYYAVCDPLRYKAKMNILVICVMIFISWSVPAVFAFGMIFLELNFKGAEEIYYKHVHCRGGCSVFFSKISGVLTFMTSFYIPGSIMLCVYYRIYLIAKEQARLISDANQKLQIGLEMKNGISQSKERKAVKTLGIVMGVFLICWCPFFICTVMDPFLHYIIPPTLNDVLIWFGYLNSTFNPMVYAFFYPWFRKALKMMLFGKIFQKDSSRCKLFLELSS
#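 System: CHO-derived RD-HGA16 cells with stable Gα16 and human TAAR1. Times: 17-24 h plating, Fluo-8 75 min 37 °C, 30 min RT. Measured by: calcium-sensitive Fluo-8 signal, excitation 470-495, emission 515-575 nm. Read-out basis: % activation relative to PEA EC100 response. Control set: DMSO and PEA EC100. Repeats: no replicates (n 1).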
# M1 PAM: positive allosteric modulators of human M1 muscarinic receptor | P11229 | CHO-K1 hM1, Fluo-8 calcium fluorescence, ACh EC20; 0% = ACh EC20, 100% = maximal ACh | activation, % at 3 µM | hit rate 0.088% among 360,000 | AID 588819; in the data active = activation above about 19%, passing the limit was not always enough
# CHRM4 agonist: CHRM4 agonism in calcium assay | P08173 | CHO-K1 hM4/Gqi5, Fluo-8 calcium fluorescence; vehicle 0%, full acetylcholine response 100% | activation, % at 3 µM | hit rate 0.14% among 360,000 | AID 624127;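 active = activation above the run mean over all test wells plus 3 SD, cut at about 32% in these data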;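 note: peak over basal fluorescence ratio per well then scaled between controls; 0% = DMSO wells and 100% = acetylcholine at EC100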
# CHRM5 agonist: agonists of human muscarinic M5 receptor (CHRM5). CHO-K1 hM5 cells, Fluo-8 calcium fluorescence; 0% DMSO wells, 100% maximal acetylcholine response. hit rate 0.19% among 360,000. AID 624037. activation, % at 3 µM;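 active = activation above the run's mean over test compounds plus 3 SD, cut at about 23% in these data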;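 note: signal is peak over basal fluorescence ratio across the kinetic read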
# CHRM5 PAM: potentiates acetylcholine response at human M5 receptor. P08912. hit rate 0.3% among 360,000. CHO-K1 hM5, Fluo-8 calcium, ACh EC20 PAM; 0% = ACh EC20, 100% = ACh EC100. activation, % at 3 µM;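 active = activation above the run cutoff, the mean activation of all test compounds plus 3 SD, cut at about 18% in these data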
#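 Assay system: CHO-K1 hM5 cells. Also added: acetylcholine at EC20 concentration, added after compound. Dosing: 3 µM, single dose. Times: compound preincubation 140 s before EC20 acetylcholine addition. Signal: Fluo-8 calcium fluorescence. Measure: % activation relative to EC20 and EC100 ACh responses. Repeats: singlicate, one well per test compound.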
# Starred values were filed as active, the others as inactive. These rows are one share of the data; rates above refer to the full screens.
M1 ag	M5 antag	M1 PAM	CHRM5 agonist	TAAR1 agonist	CHRM5 PAM	CHRM4 agonist	M1 antag	M4 antag	smiles
-2	-2	9	-4	0	1	4	-17	-4	COc1cccc2cc(C(=O)NCCc3ccccc3)oc12
-2	-3	3	0	2	-1	0	-8	-4	COc1ccc(OC)c(S(=O)(=O)NC(=O)C2(C)CCN2C(=O)Cc2ccccc2Cl)c1 (centres undefined)
-4	0	-3	-4	16	-27	3	-3	0	CCCc1ccc(S(=O)(=O)NCCc2ccncc2)cc1
3	6	10	1	3	-5	1	-22	-8	COc1ccc(S(=O)(=O)N2CCCCC2c2cc(C(=O)N3CCOCC3)no2)cc1 (centres undefined)
-4	2	1	0	6	-1	6	1	14	CC(C)C[C@H](NC(=O)c1nc[nH]c1C(=O)NC1CCN(C(=O)OC(C)(C)C)CC1)C(=O)OCc1ccccc1
-2	-11	2	-2	1	1	2	1	-2	CCc1ccccc1Oc1ccc(S(=O)(=O)N2CCN(C)CC2)cn1
-4	5	6	2	4	-1	0	-12	4	CCOC(=O)Nc1ccc2c(c1)nc(CN1CCOCC1)n2C
-3	9	4	1	2	-12	2	-10	-10	NNC(=O)C(=O)Nc1ccc(O)cc1
-9	16	-4	-3	4	-7	-1	8	8	COc1ccc(NC(=O)c2cc([N+](=O)[O-])ccc2N2CCCCC2)cc1
-1	0	1	2	0	-2	0	-19	0	COc1ccc(/C=C2\CCn3c2nc2cc(C(=O)O)ccc2c3=O)cc1OC
-4	4	-6	-3	3	-6	1	9	1	O=S(=O)(Cc1cc(-c2ccc(Cl)cc2)no1)c1ccccc1
-1	-1	9	-11	9	-5	5	-7	-7	CNC(=O)C1CC(=O)N(CCc2ccc(OC)cc2)C(=Nc2ccc(OC)cc2)S1 (centres undefined)
-4	15	-7	-5	-4	-7	1	18	3	CC1CCCC(NC(=O)c2ccc3snnc3c2)C1C (centres undefined)
-2	7	-3	-7	8	-15	4	5	-11	COC(=O)c1ccc(NC2=C(Cl)C(=O)OC2OC(=O)c2ccccc2)cc1 (centres undefined)
-2	-3	3	-6	6	-5	3	-2	-1	O=C(Nc1ccc2nc(-c3cccnc3)[nH]c2c1)c1ccccc1F
-3	-2	0	6	0	-1	0	-3	6	Cn1cc(CN2CCC(n3nccc3NC(=O)C3CCCC3)CC2)cn1
-3	3	6	1	1	-4	1	-11	-16	COC(=O)c1ccc(NC(=O)CCc2c(C)nc3ncnn3c2C)cc1
-1	6	12	2	0	3	4	-19	1	Cc1csc(NC(=O)c2ccc(Cl)nc2)n1
-2	3	5	1	3	-2	3	-7	7	COc1ccc(CC(=O)Nc2sc(Cc3ccccc3)c(C)c2C(N)=O)cc1
-4	3	0	-3	2	0	4	6	4	COc1ccc(S(=O)(=O)N2CCOC2CNC(=O)C(=O)NCc2ccccc2OC)cc1 (centres undefined)
-5	2	15	-1	3	4	1	-8	-15	Cc1ccc2c(c1)COc1c3ccc(C(=O)N[C@@H](CO)C(C)C)cc3nn1-2
0	-4	4	1	3	-1	3	-10	4	O=C(Nc1cc(S(=O)(=O)N2CCOCC2)ccc1N1CCOCC1)c1ccc(Cl)nc1
-3	5	1	0	2	-4	3	-9	-18	O=C(NCc1ccccc1Cl)c1ccc2sc([C@H]3C[C@H](O)[C@@H](CO)O3)nc2c1
-5	-3	-4	-11	15	-4	2	12	4	O=C(CCn1nc(-c2ccc(Cl)cc2)c2ccccc2c1=O)NCC1CCCO1 (centres undefined)

# In the list so far, these have an NH in an aromatic ring.
M1 ag	M5 antag	M1 PAM	CHRM5 agonist	TAAR1 agonist	CHRM5 PAM	CHRM4 agonist	M1 antag	M4 antag	smiles
-4	2	1	0	6	-1	6	1	14	CC(C)C[C@H](NC(=O)c1nc[nH]c1C(=O)NC1CCN(C(=O)OC(C)(C)C)CC1)C(=O)OCc1ccccc1
-2	-3	3	-6	6	-5	3	-2	-1	O=C(Nc1ccc2nc(-c3cccnc3)[nH]c2c1)c1ccccc1F

# Next results follow.
M1 ag	M5 antag	M1 PAM	CHRM5 agonist	TAAR1 agonist	CHRM5 PAM	CHRM4 agonist	M1 antag	M4 antag	smiles
1	-1	-2	-2	25	-1	1	-14	4	O=C(Nc1ccc(Cl)cc1)NC1CCCCC1
0	12	-12	4	13	-15	17	15	6	CCOC(=O)c1ccccc1OCc1cc(/C=N/NC(=O)c2ccncc2)ccc1OC
-3	-1	8	0	1	3	1	-13	0	COc1cc2c(cc1OC)C(c1cc(Br)ccc1O)N(C(C)=O)CC2 (centres undefined)
-1	0	9	0	3	-3	1	-10	1	O=C(O)C1C2C=CC(C2)C1C(=O)NCCCN1CCOCC1 (centres undefined)
-3	18	27	-3	-2	-3	2	3	3	O=C(NC1CCCC1)C(c1cccnc1)N(C(=O)c1csnn1)c1ccccc1Cl (centres undefined)
-1	5	8	4	13	7	6	-12	4	CCC(C(=O)Nc1ccc(S(=O)(=O)N(C)C2CCN(C)CC2)cc1)c1ccccc1 (centres undefined)
2	-2	4	1	9	-4	1	-4	-6	O=C(Nc1cccc(-c2cnc3ccccc3n2)c1)c1ccccc1
-7	-11	5	-1	0	3	0	-13	-16	Cc1ccc([C@H]2C(C(=O)O)=CC[C@@H](c3ccc(C)cc3)N2S(=O)(=O)c2ccccc2C)cc1
-4	10	0	-4	0	-2	1	1	3	Cc1nc2ccccc2c(=O)n1NC(=O)c1ccccc1F
-5	-2	5	-6	3	-2	2	-4	-10	CC1(C)CC(NS(=O)(=O)c2cccc3ccccc23)CC(C)(C)N1
-1	1	0	2	72*	2	3	7	0	NNC(=O)c1ccc(COc2ccc3ccccc3c2)cc1
-6	-1	9	-5	7	8	0	-12	2	COc1ccc(C2NC(c3ccc(OC)c(OC)c3OC)C(C)C(=O)C2C)c(OC)c1OC (centres undefined)
-4	6	-3	-3	6	0	0	11	6	CCC(C)c1nc2ccsc2c(N2CCOC2=O)c1-c1ccccc1 (centres undefined)
7	3	8	0	0	0	0	5	-10	Cc1ccc(CN2CC(N3CC=CC3)CS2(=O)=O)cc1 (centres undefined)
-2	1	-3	1	6	-4	3	1	2	NC(c1cccc(F)c1)c1nc(-c2ccc(Cl)cc2)cs1 (centres undefined)
-3	-1	5	-2	-1	3	0	-8	-4	COc1ccc(NC(=O)C2CCN(c3nc(C)cc(C)n3)CC2)cc1
-8	0	22	-8	-2	2	3	-20	-18	COc1ccc(Nc2c3c(nc4ccccc24)CCC3)cc1
-4	7	0	2	2	-2	3	-14	9	CCC(NS(=O)(=O)c1ccc(OC)cc1)C(=O)NCCC1=CCCCC1 (centres undefined)
-5	5	6	-2	2	-2	0	-7	-5	CCCCn1c(SCc2nc3ccccc3s2)nc2ccccc2c1=O
-13	1	7	-9	2	1	-1	-7	-14	COc1ccc(NC(C)c2ccccc2)cc1 (centres undefined)
-5	-1	7	-2	1	-2	2	-7	-18	O=c1[nH]c(=S)[nH]cc1Oc1ccc(Cl)cc1Cl
-3	-5	-5	8	9	4	5	11	8	COc1ccc(CNS(=O)(=O)NCc2ccc(OC)c(OC)c2)cc1
-14	6	1	-7	12	0	1	-10	15	Cc1ccccc1Nc1nc2ccccc2n1C(C)C
-1	0	-3	0	2	-4	2	7	4	COc1ccc(-n2nc3c(c2NC(=O)COc2ccccc2F)CS(=O)(=O)C3)cc1
-3	-18	4	-5	0	0	2	-7	-18	Nc1nc2ccc(NC(=O)c3ccco3)cc2s1
-1	8	9	-1	6	1	2	-8	-1	COc1cccc2cc(C(=O)NCc3ccccc3Cl)c(=O)oc12
-3	5	9	-2	3	6	3	-21	-9	O=C1N=C(N2CCCCC2)S/C1=C\c1ccc(Br)cc1
-3	-7	3	0	2	0	-1	6	-9	O=C(COc1ccccc1)N[C@@H]1c2ccccc2CC[C@@H]1OCc1ccccc1
-5	-9	9	-1	2	1	0	-10	-2	CC(C)(C)NC(=O)C(c1ccccc1)N(C(=O)c1ccco1)C1CC1 (centres undefined)
0	-1	14	1	3	3	0	-20	-10	CCCCN1C(=O)C(CC(=O)NCc2ccco2)CC(C(=O)N(C)C)=C1C (centres undefined)
2	15	4	1	2	-7	4	-13	-3	CC(=O)N1CCOc2ccc(S(=O)(=O)N3CCC(C(=O)Nc4ccccc4F)CC3)cc21
-5	0	0	0	0	-3	0	-7	-23	COc1cc(O)cc2c1[C@@H]1Oc3c(ccc(O)c3CC=C(C)C)[C@@H]1CO2
-6	0	-6	0	4	-1	3	5	2	O=C(NCC1OCCCN1S(=O)(=O)c1cc(F)ccc1F)C(=O)NC1CCCCC1 (centres undefined)
5	15	23	0	5	-9	3	-16	0	O=C(C[C@@H]1C/C=C\CC[C@@H](Cc2ccc(F)cc2)C(=O)OC[C@@H]2CCCN2C1=O)N[C@H](CO)Cc1ccccc1
-3	1	4	1	1	-2	1	-11	-4	Cc1c(N(C)S(=O)(=O)c2cccc(C(=O)NCc3cccnc3)c2)c(=O)n(-c2ccccc2)n1C
-1	15	6	-2	-4	-2	0	-3	0	CC(C)c1nnc(SCC(=O)NC2CCCC2)n1C

# With a hit mark in TAAR1 agonist (from the list above):
M1 ag	M5 antag	M1 PAM	CHRM5 agonist	TAAR1 agonist	CHRM5 PAM	CHRM4 agonist	M1 antag	M4 antag	smiles
-1	1	0	2	72*	2	3	7	0	NNC(=O)c1ccc(COc2ccc3ccccc3c2)cc1

# Continuation:
M1 ag	M5 antag	M1 PAM	CHRM5 agonist	TAAR1 agonist	CHRM5 PAM	CHRM4 agonist	M1 antag	M4 antag	smiles
-5	-3	12	0	4	-3	1	-9	3	CCCCn1nnnc1NCc1cc(Cl)c(OC)c(OC)c1
-3	6	2	4	2	-4	2	-11	-13	CCC(=O)N(c1nnc(SCC(=O)c2ccc[nH]2)s1)C1CC1
2	4	4	2	-1	-3	-1	-15	-2	Cc1ccccc1S(=O)(=O)Cc1ccc(C(=O)O)o1
-7	14	-8	-1	15	-18	24	10	2	CC(=O)n1cc([C@@H]2C=C(C(=O)N3CCN(Cc4ccccc4)CC3)O[C@H](OCc3ccc(CO)cc3)C2)c2ccccc21
-6	3	-3	0	8	-4	0	1	-8	CC(NC(=O)C1CCN(c2nnc(N3CCCC3=O)s2)CC1)c1ccccc1 (centres undefined)
2	1	6	2	-1	-3	0	-8	-14	O=C(O)C1=C(C2CCCCC2)C(=O)c2ccccc21
-3	10	-3	-1	6	-7	1	-1	-6	c1ccc(-c2nc(NCc3cccs3)c3ccccc3n2)cc1
-2	-2	7	-2	2	3	2	-3	-5	COc1cccc(N2CC(C(=O)Nc3ccc(F)cc3)CC2=O)c1 (centres undefined)
4	8	11	5	2	3	8	-4	0	CC(C)Nc1nc(N)c(C(=O)C23CC4CC(CC(C4)C2)C3)s1
-6	-8	6	-1	0	2	1	3	-4	CC(=O)N(CN1C(=O)CCC1=O)c1cccc(Cl)c1
-1	0	4	2	7	-1	1	6	0	O=S1(=O)C=CC(Nc2ccccc2)C1 (centres undefined)
-7	7	4	-9	3	6	3	-7	-1	Cc1cccc(NC(=S)NCCc2ccc3c(c2)OCCO3)c1C
-5	-8	12	3	7	2	2	-32	1	COCCNCC(=O)C12CC3CC(CC(C3)C1)C2
-4	9	-5	0	8	-3	0	9	-4	COC(=O)c1cn(C(=O)c2ccc(C)cc2)c2ccccc12
-2	1	-5	1	12	-2	0	3	6	Cc1cc(C)c(SSc2nnnn2-c2ccccc2)c(C)c1
